ATXN2 expr inh = Primary qHTS for Inhibitors of ATXN expression. HEK-293 ATXN2-luciferase reporter, luminescence, 24 h. Potency, µM (series often up to 57 µM), without a hit: at the highest dose activity change, negative = inhibition, hits mostly inhibitors. 360,000 compounds, 0.72% hits. AID 1745845, 2022; further: potency means the concentration at half of the fitted maximal effect; on the % scale 0 is the no-effect control and ±100 the full control effect; nearly all actives have a fitted effect of over 55% in size
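ATXN2-luciferase reporter cells (luciferase flanked by upstream and downstream ATXN2 gene portions) were treated 24 h at 37 °C with compounds at up to 57 uM. SteadyGlo luminescence gave expression; GF-AFC fluorescence gave viability.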
Nrf2 ARE act = qHTS of Nrf2 Activators; AREc32 ARE-luciferase reporter (MCF7-derived line), luminescence, 24 h; Potency, µM (top dose mostly 46.1 µM), for the others: at the highest dose activation, actives largely listed as activators; 410,000 compounds, 0.31% hits; AID 624171, 2012; further: potency means the concentration at half of the fitted maximal effect; % of control where 0% means no effect; nearly all actives have a fitted effect of over 65% in size
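Reporter line AREc32 (ARE-Fluc), seeded overnight in OPTI-MEM with 5% FBS; compound pin-transferred, 24 hr at 37 deg C, 5% CO2; luminescent read-out.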
Nrf2 inh = Nrf2 qHTS screen for inhibitors; A549 ARE-Fluc reporter, luciferase luminescence, 18-24 h; Potency, µM (titrated, usually from 46 µM), without a hit: at the top dose activity change, negative = inhibition, actives largely listed as inhibitors; 360,000 compounds, 2.1% hits; further: potency means the concentration at half of the fitted maximal effect; on the % scale 0 is the no-effect control and ±100 the full control effect; nearly all actives have a fitted effect of over 60% in size
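Reporter: ARE-Fluc in A549. Exposure: 18-24 h, 37 °C, 5% CO2, 5% FBS OPTI-MEM. Readouts: fluorescent cytotoxicity (CellTiter-Fluor), then luminescent Nrf2 signal after BugLite.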
IL-1B inflam inh = qHTS for Inhibitors of Inflammasome Signaling: IL-1-beta AlphaLISA Primary Screen | activity change, % at 57.5 µM | 360,000 compounds, 4.7% hits | AID 743279, 2014 | THP-1 LPS/ATP IL-1B secretion, AlphaLISA, 16 h; hits give low values; in the data active means activity change below about -50%; inconclusive means mostly about -30% to -49%; further: on the % scale 0 is the no-effect control and ±100 the full control effect
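Secreted IL-1B measured by AlphaLISA bead assay after 16 h compound exposure of THP-1 cells; compounds (final up to 57.5 uM) added 1 h before LPS (250 ng/mL) and ATP (1.25 mM) stimulation; lower signal means less secretion.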
MCF10A rerep = A quantitative high throughput screen for small molecules that induce DNA re-replication in MCF 10a normal breast cells; MCF 10A DNA re-replication, Hoechst nuclear intensity, 48 h; 350,000 compounds, 2.9% hits; Potency, µM (highest dose often 46.1 µM), for inactives: top-dose activity, positive = re-replication, hits mostly activators; further: potency means the concentration at half of the fitted maximal effect; % of control where 0% means no effect; nearly all actives have a fitted effect of over 50% in size
S2 tox = Viability Counterscreen for Primary qHTS for Inhibitors of ATXN expression; S2 cells (HEK-293 line with an ATXN2-luciferase reporter) viability, CellTiter-Fluor protease fluorescence, 24 h; Potency, µM (series often up to 56.7 µM), hits mostly cytotoxic; 400,000 compounds, 0.49% hits; AID 651635, 2014; further: potency means the concentration at half of the fitted maximal effect; nearly all actives have a fitted effect of over 40% in size
HepG2 viability = qHTS for Inhibitors of TGF-b: Cytotox Counterscreen; HepG2 CAGA-GFP viability, ATP luminescence, 18 h; AID 588856, 2011; Potency, µM (highest dose often 46.1 µM), for inactives: at the top dose activity change, negative = cytotoxicity, usual class: cytotoxic; 410,000 compounds, 0.76% hits; further: potency means the concentration at half of the fitted maximal effect; some results filed as inactive show a strong effect at the top dose
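HepG2 CAGA-GFP cells (1000/well, DMEM with 1% FBS) received compound, then TGF-beta at 500 pg/mL final, and were incubated 18 hours at 37 degrees C. Viability was read by CellTiter-Glo luminescence. Media-only wells were set as complete cell-killing and DMSO as no toxicity.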
TGFb inhibitor = qHTS for Inhibitors of TGF-b; HepG2 CAGA-GFP TGF-b/SMAD3 reporter, GFP fluorescence, 18 h; TGF-beta stimulated, 500 pg/mL final; Potency, µM (highest dose often 46.1 µM), for the others: top-dose activity, negative = inhibition, hits mostly inhibitors; 410,000 compounds, 1.2% hits; AID 588855, 2011; further: potency means the concentration at half of the fitted maximal effect; on the % scale 0 is the no-effect control and ±100 the full control effect; nearly all actives have a fitted effect of over 65% in size
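GFP signal (ex488/em500-530) from TGF-beta-stimulated HEPG2 CAGA-GFP cells, 500 pg/mL final, 18 h at 37 degrees C in DMEM plus 1% FBS, normalized to unstimulated and DMSO-stimulated controls.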
A549 tox = Nrf2 qHTS screen for inhibitors: counterscreen for cytotoxicity; A549 ARE-Fluc cells, CellTiter-Fluor viability, 18-24 h; Potency, µM (doses to about 46 µM), for the others: top-dose activity change, negative = cytotoxicity, hits mostly inhibitors; 390,000 compounds, 0.16% hits; further: potency means the concentration at half of the fitted maximal effect; on the % scale 0 is the no-effect control and ±100 the full control effect
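A549 ARE_Fluc cells in 5% FBS OPTI-MEM were exposed to compounds in concentration-response for 18-24 h at 37 deg C. Viability was read by CellTiter-Fluor fluorescence (Ex 405/Em 525) after 30 min, before the luciferase read.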
* marks the source's active call; other numbers are inactive results; i = inactive; ? = inconclusive; · = no result given; [ ] = remark or other dose. Unless noted, the call rests on the fitted dose curve; in most records, active means well fitted curve in the direction sought with a large enough effect; inconclusive means small, poorly fitted or top-dose-only effect, or another doubt; inactive means no such curve, though single readings can be large; an effect the other way counts as inactive or inconclusive.

Every second line gives: ATXN2 expr inh	Nrf2 ARE act	Nrf2 inh	IL-1B inflam inh	MCF10A rerep	S2 tox	HepG2 viability	TGFb inhibitor	A549 tox
1. COc1cc(C(=O)CCc2ccc3c(c2)OCO3)cc(OC)c1OC
  -8%	-0.5%	0%	-6	-18%	i	-7%	6%	-2%
2. Cc1ccc(NC(=O)CSCc2cc(=O)n3nc(C4CC4)sc3n2)cc1
  4%	-0.5%	11%	16	-1%	i	-1%	10%	5%
3. Cc1cc(CN2CCN(CC(=O)Nc3cc(Cl)ccc3-n3cncn3)CC2)no1
  9%	-0.4%	-16%	-5	-2%	i	-25%	18%	1%
4. Cc1[nH]c2ccccc2c1CCNC(=O)c1c(N)no[n+]1[O-]
  1%	3.5%	-13%	8	3%	i	9%	-2%	3%
5. O=C(CCc1ccccc1)N/N=C/c1cccc(O)c1
  ·	0.5%	-24%	-8	7%	i	5%	-19%	13%
6. O=C(N/N=C/c1ccc2c(c1)OCO2)c1cccc(NC(=O)c2ccccc2Cl)c1
  -4%	4.8%	1%	70	19%	?	-19%	-20%	-3%
7. CCCC(c1nnnn1CCC(C)C)N1CCC(C(N)=O)CC1 (stereo unspecified)
  1%	-0.4%	11%	23	0%	i	-2%	3%	-11%
8. CCN(C(=O)CSc1nnc(Cc2cccc3ccccc23)n1N)C1CCS(=O)(=O)C1 (stereo unspecified)
  -11%	3.0%	-19%	3	6%	i	-4%	0%	-5%
9. COc1ccc(C(CNC(=S)NCc2ccccc2)N2CCCC2)cc1 (stereo unspecified)
  -3%	0.2%	?	-72*	2%	i	-4%	-1%	1%
10. Cc1ccnc(NC(=O)CNC(=O)c2ccc(C)s2)c1
  -26%	2.3%	?	0	8%	i	0%	-28%	0%
11. CCc1nnc(NC(=O)C2CCN(S(=O)(=O)c3ccc(C)cc3)CC2)s1
  ·	-0.9%	2%	14	-11%	i	-4%	-4%	1%
12. COc1cccc(/C=C/C(=O)OCC(=O)c2ccc(S(=O)(=O)N3CCCCC3)cc2)c1OC
  -23%	?	?	9	-2%	i	-1%	2%	1%
13. O=C(OC1CCOC1=O)c1ccc(N2CCCC2)c([N+](=O)[O-])c1 (stereo unspecified)
  5%	1.1%	0%	15	0%	i	-3%	2%	-4%
14. COc1ccc(CNc2ccc(S(N)(=O)=O)cc2)cc1
  -19%	-0.4%	3%	18	6%	i	0%	-23%	-2%
15. CS(=O)(=O)NNC(=O)C1Cc2c(ccc3ccccc23)O1 (stereo unspecified)
  ·	5.0%	-19%	38	-6%	i	4%	-2%	?
16. CC(CN(C)Cc1ccccc1)OC(=O)c1cccc(F)c1 (stereo unspecified)
  -2%	0.2%	7%	12	16%	i	5%	12%	-8%
17. CCC(=O)N1CCc2cc(S(=O)(=O)NCCCOC)ccc21
  3%	0.0%	-8%	29	?	i	-12%	23%	-5%
18. CCc1cc2c(=O)c(-c3nc4ccccc4n3C)coc2c(CN2CCC(C)CC2)c1O
  -38%	-0.3%	-6%	55	5%	?	-4%	0%	1%
19. CCCc1n[nH]c2c1/C(=N\OCC)CC(C)(C)C2
  -19%	0.0%	2%	-6	-3%	i	-25%	2%	4%
20. CSCCC(NC(=O)c1cc([N+](=O)[O-])ccc1Cl)C(=O)O (stereo unspecified)
  0%	0.2%	-9%	11	-4%	i	-23%	-25%	9%
21. Cc1ccccc1NC(=O)c1cccc(S(=O)(=O)N2CCOCC2)c1
  -2%	-0.2%	8%	15	-31%[inhibitor]	i	1%	4%	0%
22. Cc1cccc(N2CCN(C(=O)Cn3cnc4sc(C)c(S(=O)(=O)N5CCN(c6ncccn6)CC5)c4c3=O)CC2C)c1 (stereo unspecified)
  -4%	0.2%	-29%	·	·	i	-37%	0%	-8%
23. Cc1ccc(C2C=C(c3ccc(F)cc3)Nc3nc(CCCO)nn32)cc1 (stereo unspecified)
  -12%	0.0%	-20%	·	·	·	-7%	-3%	4%
24. Cc1cccc(NC(=O)c2ccc(F)c(S(=O)(=O)NCc3ccc4c(c3)OCO4)c2)c1
  ·	0.2%	·	·	·	·	-19%	?	-6%
25. CCN(C(=O)CSc1n[nH]c(-c2ccccc2)n1)c1c(N)n(Cc2ccccc2)c(=O)[nH]c1=O
  -1%	-0.4%	14%	-13	-5%	i	-2%	-7%	2%
26. O=C(CSc1nnc(CNC(=O)c2c(F)cccc2F)o1)NCc1ccc2c(c1)OCO2
  ·	-0.4%	·	2	·	i	0%	-7%	·
27. COc1cc(CNCCc2ccccc2)ccc1OCC(=O)NC(C)(C)C
  5%	-0.1%	0%	-8	0%	i	-17%	17%	-3%
28. Cc1ccc(CC(=O)NC2CCSC2=O)cc1 (stereo unspecified)
  ·	-0.3%	-10%	1	2%	i	2%	-2%	6%
29. O=C(O)CCCCCn1c(SCC(=O)N2CCCC2)nc2ccsc2c1=O
  6%	-0.2%	·	18	-8%	i	6%	-3%	-4%
30. Cc1noc(-c2ccc(-c3noc(-c4ccc(C(F)(F)F)cc4)n3)cc2)n1
  9%	0.2%	·	·	·	i	8%	-19%	14%
31. Cc1ccc(NC(=O)C2(C)CCN2C(=O)Cc2ccccc2)cc1C (stereo unspecified)
  -4%	-0.2%[9.22 µM]	·	9	·	i	2%	4%	·
32. COc1ccc(NC(C)=O)c(C)c1
  -7%	-0.6%	19%	-2	-2%	i	52%	7%	8%
33. CCOc1ccccc1Nc1ncnc2c1c(-c1ccccc1)cn2-c1ccc(OC)cc1
  ·	-0.9%	·	·	·	·	-17%	2%	5%
34. COc1ccc(-c2cn3c(C)c(C(=O)Nc4cccc(C)n4)sc3n2)cc1
  3%	1.7%	-22%	34	?	i	-19%	4%	-5%
35. CCOC(=O)C1=CN2CCC[C@H]2CC1=O
  -3%	-0.8%	-8%	55	1%	i	-10%	-2%	-8%
36. CC1(CCc2ccccc2)NC(=O)N(Cc2nnc(-c3ccccc3Br)o2)C1=O (stereo unspecified)
  -4%	3.4%	·	-6	5%	i	-18%	-13%	-10%
37. COC(=O)c1ccc(C)c(NS(=O)(=O)c2ccc(OC)cc2)c1
  0%	4.0%	?	0	?	?	-3%	?	-14%
38. CC(C)(C)NC(=O)NC(=O)CSc1ncc(C(F)(F)F)cc1Cl
  -11%	-0.2%	·	2	-2%	i	-10%	-8%	20%
39. Cn1c(=O)c2c(nc(CN3CCN(C(=O)c4ccco4)CC3)n2CCCc2ccccc2)n(C)c1=O
  -11%	0.2%	?	10	0%	i	-18%	-21%	1%
40. CSc1nnnn1-c1ccc(Cl)cc1
  -11%	-0.1%	-14%	5	-2%	i	7%	11%	4%
41. Cn1nc(C2CC2)cc1NC(=O)C1(C)CCN1C(=O)CC(c1ccccc1)c1ccccc1 (stereo unspecified)
  -16%	0.1%[9.22 µM]	·	-14	·	i	-20%	-21%	·
42. CC1(C)CC(=O)C=C(c2ccccc2-c2ccc3cc[nH]c3c2)C1=O
  0%	-0.1%	·	5	·	?	-13%	2%	·
43. Cc1ccc(C(=O)NCc2ccncc2)cc1S(=O)(=O)N1CCCCC1
  2%	-0.7%	?	0	3%	?	-3%	1%	-5%
44. NC(=O)CNC(=O)[C@@H]1CC2(CC(c3ccc(Cl)cc3)=NO2)CN1C(=O)c1ccccc1 (stereo partly specified)
  -5%	-0.1%	24%	12	?	i	-7%	-4%	2%
45. COC(=O)C1CCN(C(=O)COC(=O)c2cc(-c3cccs3)nn2-c2ccccc2)CC1
  12%	-0.5%	8%	15	-2%	i	-19%	4%	2%
46. CC(=O)Nc1ccc(N/C=C/C(=O)c2ccco2)cc1
  33%	?	?	2	-2%	i	16%	-7%	?
47. COc1ccc(C2=NOC(C(=O)Nc3c(C)n(C)n(-c4ccccc4)c3=O)C2)cc1OC (stereo unspecified)
  -3%	0.1%	-17%	-6	0%	i	-13%	2%	1%
48. CCC(C(=O)Oc1c(C(C)C)cccc1C(C)C)c1ccccc1 (stereo unspecified)
  0%	0.6%	9%	24	23%	i	-11%	?	13%
49. C[C@H](CO)N1C[C@H](C)[C@H](CN(C)C(=O)Nc2ccc(C(F)(F)F)cc2)OCc2cnnn2CCCC1=O
  -5%	0.1%	·	-10	·	i	-12%	11%	·
50. Cc1cccc(NCc2nc(SCC(N)=O)n[nH]2)c1
  2%	-0.2%	-9%	-1	13%	i	20%	-6%	4%
51. C=CCNC(=O)c1c(Cl)nc(C)c([N+](=O)[O-])c1C
  -15%	0.3%	-4%	10	12%	i	37%	25%	5%
52. COC(=O)c1nnc(-c2ccccc2)nc1OC
  5%	0.6%	·	16	18%	i	-1%	1%	1%
53. Cc1[nH]c2ccccc2c1C(=O)C(=O)NCCc1ccc(S(N)(=O)=O)cc1
  -1%	0.4%	-6%	-4	15%	i	-62%	20%	-6%
54. CCCc1c(C(=O)N/N=C/c2c(OC)ccc3ccccc23)nnn1-c1nonc1N
  ·	2.8%	?	37	?	?	-27%	1%	6%
55. COCc1ccc(C(=O)N2CCCC(N3CCN(c4ccc(F)cc4)CC3)C2)o1 (stereo unspecified)
  3%	0.0%	-12%	0	10%	i	-12%	6%	-3%
56. COc1ccc(/C=C/C(=O)NCc2cccnc2)cc1
  24%	2.1%	0%	21	-4%	i	-9%	?	-8%

Arranged by value in IL-1B inflam inh (falling): three of the compounds above
nr | mol | IL-1B inflam inh
52 | COC(=O)c1nnc(-c2ccccc2)nc1OC | 16
55 | COCc1ccc(C(=O)N2CCCC(N3CCN(c4ccc(F)cc4)CC3)C2)o1 (stereo unspecified) | 0
49 | C[C@H](CO)N1C[C@H](C)[C@H](CN(C)C(=O)Nc2ccc(C(F)(F)F)cc2)OCc2cnnn2CCCC1=O | -10
